Source: PubChem (several laboratories)
KCNK9 inh: blocks the human KCNK9 two-pore domain potassium channel; HEK293 KCNK9, FluxOR thallium flux fluorescence; active compounds read low; Q9NPC2; AID 488922; 310,000 compounds, 1.2% hits; B-score at 10 µM;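 active = ratio B-score over 3 SD below the library mean, with starting fluorescence within 5 SD of its mean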;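 note: negative B-score means less thallium flux so channel inhibition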
GSK3 alpha inh: blocks human GSK-3 alpha kinase; AID 2650; P49840; 320,000 compounds, 0.1% hits; ADP-Glo luminescence, 60 min; inhibition, % at 10 µM;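 in the data active = inhibition above about 50%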;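 note: GST-tagged GSK-3 alpha with peptide substrate and 25 µM ATP; 0% = DMSO neutral wells and 100% = GW8510 positive control wells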
DYRK1A inh: Dyrk1A (rat) kinase inhibition; Q63470; ADP-Glo luminescence, NFATc1 peptide; inhibition, % at 12.5 µM; 310,000 compounds, 0.43% hits; AID 504441; in the data active = inhibition above about 50%;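 note: plate controls were vehicle with enzyme for no effect and no enzyme for full effect; many of its hits are not listed in these tables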
HDAC3 inhib: blocks human histone deacetylase 3 | O15379 | recombinant HDAC3, fluorogenic peptide/trypsin coupled, fluorescence | inhibition, % at 8.3 µM | 320,000 compounds, 0.15% hits | AID 2718; in the data active = inhibition above about 26%, passing the limit was not always enough; inconclusive = no clear call, values can overlap the other calls
RGS4 act: RGS4 potentiation or activation; 310,000 compounds, 0.92% hits; B-score at 10 µM; HEK293 M3R/inducible RGS4, carbachol calcium flux Fluo4; active compounds read low;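 active = B-score of the integrated calcium signal more than 4 SD below the library mean, with starting fluorescence not abnormally high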;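 note: negative B-score means reduced calcium response which marks RGS4 activation or potentiation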
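Material: M3R-expressing HEK293 line, RGS4 induced by doxycycline | Schedule: Overnight RGS4 induction, 30 min dye load 37 °C, 20 min compound RT | Measured by: Fluo4 fluorescence kinetic imaging of calcium | Read-out: Integrated calcium ratio converted to B score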
hERG rescue: compounds protecting human hERG from proarrhythmic drug block; Q12809; CHO-hERG, FluxOR thallium flux, dofetilide IC70 present; activation (rescue from dofetilide block), less the hit threshold, % at 10 µM; 310,000 compounds, 0.51% hits;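 active = activation above the mean of controls blocked by dofetilide plus 5 SD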;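 note: thallium influx through hERG after potassium depolarization seen as dye fluorescence rise; in these data hits start at about 4.7%; inactives centre near -7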
PolyA inhibitor: inhibitors of polyadenylation in S. cerevisiae; S. cerevisiae SKY197-pL101 polyadenylation reporter, beta-gal luminescence; efflux-impaired pdr1/pdr3 knockout yeast; score 100 = 6 SD above DMSO; calls only at 12 µM; 300,000 compounds, 0.02% hits; AID 1875;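 active = lowest replicate activity score at least 50, where 100 means six control SD above control mean; inconclusive = lowest score under 50 but half or more replicates reach 50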;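 note: yeast exposed to compound for 9 h at 30 °C; higher score means more reporter readthrough which indicates perturbed polyadenylation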
KCNQ1 act: potentiates or activates the human KCNQ1 potassium channel | P51787 | CHO-K1 KCNQ1, thallium flux FluxOR fluorescence; active compounds read high | 310,000 compounds, 0.35% hits | B-score at 10 µM;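 active = fluorescence ratio B-score, a plate-corrected score, at least three library SD, with initial intensity B-score within 5 SD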
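Medium – assay buffer, equal DMSO in all wells · Material – CHO-K1 cell line with stable KCNQ1 potassium channel expression · Signal – kinetic FluxOR thallium fluorescence, 10-s 1-Hz baseline, 110-s post-stimulus read · Compound – single concentration per compound, DMSO matched to controls · Schedule – 37 °C overnight plating, 90-min dark dye load, 20-min compound pretreatment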
GSK3beta inhib: human GSK3beta kinase inhibition; activity score (negative = inhibition), % at 10 µM; GST-GSK3beta kinase, ADP-Glo luminescence, 60 min; active compounds read low; 300,000 compounds, 0.038% hits;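 active = more than half of replicate wells score below -50%, meaning over 50% inhibition versus plate controls; inconclusive = some replicates but at most half score below -50%; inactive = no replicate scores below -50%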;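 note: 0% = median DMSO wells and -100% = median GW8510 positive control wells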
Target sequence (P49841 whole entry, looked up): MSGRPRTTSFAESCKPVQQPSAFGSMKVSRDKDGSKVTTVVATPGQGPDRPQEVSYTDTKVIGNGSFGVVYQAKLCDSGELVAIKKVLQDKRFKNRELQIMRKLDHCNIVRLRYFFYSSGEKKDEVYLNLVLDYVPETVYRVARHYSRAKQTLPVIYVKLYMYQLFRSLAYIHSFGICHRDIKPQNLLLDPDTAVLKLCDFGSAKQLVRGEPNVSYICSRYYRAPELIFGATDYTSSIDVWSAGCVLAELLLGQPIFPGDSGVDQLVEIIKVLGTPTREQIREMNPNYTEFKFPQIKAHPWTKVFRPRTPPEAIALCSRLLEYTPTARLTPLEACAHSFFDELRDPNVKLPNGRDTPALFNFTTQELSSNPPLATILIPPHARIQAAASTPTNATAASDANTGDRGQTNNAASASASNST
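Test system: GST-tagged human GSK3beta kinase, cell-free; evaluation: activity score scaled between in-plate DMSO and GW8510 controls; measured by: ADP-Glo luminescence; incubation: 60 min reaction, RT; benchmarks: DMSO and 20 µM GW8510; reagent: peptide substrate plus 25 µM ATP (final); medium: Tris/MgCl2 kinase buffer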
KCNK3 block: human KCNK3 channel inhibition, primary screen; O14649; CHO-KCNK3 thallium flux, FluxOR fluorescence; active compounds read low; B-score at 10 µM; 340,000 compounds, 0.84% hits;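 active = B-score under library mean minus 4 SD, starting fluorescence ratio at most library mean plus 5 SD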;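 note: more negative B-score means stronger inhibition of thallium flux through KCNK3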
Target sequence (O14649 whole entry, looked up): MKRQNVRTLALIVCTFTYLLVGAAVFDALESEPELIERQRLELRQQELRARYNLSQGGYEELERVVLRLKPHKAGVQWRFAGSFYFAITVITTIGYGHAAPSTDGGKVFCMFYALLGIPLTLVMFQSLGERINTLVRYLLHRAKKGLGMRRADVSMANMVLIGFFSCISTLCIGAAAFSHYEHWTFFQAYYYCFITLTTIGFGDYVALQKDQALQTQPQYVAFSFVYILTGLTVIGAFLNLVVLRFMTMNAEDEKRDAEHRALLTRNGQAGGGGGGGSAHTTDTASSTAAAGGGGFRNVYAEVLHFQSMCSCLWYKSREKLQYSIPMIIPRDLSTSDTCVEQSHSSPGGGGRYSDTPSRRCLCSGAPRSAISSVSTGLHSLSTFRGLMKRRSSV
KCNQ1 inh: blocks the human KCNQ1 potassium channel. P51787. CHO-K1 KCNQ1, FluxOR thallium flux fluorescence; active compounds read high. B-score at 10 µM. 310,000 compounds, 1.3% hits. AID 2642;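 active = compounds whose thallium flux B-score, printed positive for inhibition, exceeds three library SD while starting fluorescence stays within three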;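 note: channel opened by potassium depolarization with thallium stimulus after 20 min compound exposure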
Numbers without * were called inactive; i = inactive; ? = inconclusive; / = not tested or not shown. Only part of the results is shown; count on the stated rates, not on these rows.

structure	KCNK9 inh	GSK3 alpha inh	DYRK1A inh	HDAC3 inhib	RGS4 act	hERG rescue	PolyA inhibitor	KCNQ1 act	GSK3beta inhib	KCNK3 block	KCNQ1 inh
COc1cccc(-c2nc(CS(=O)(=O)CC(=O)NCC(C)c3ccccc3)c(C)o2)c1 (stereo unspecified)	i	-2	-5	6	i	-12	i	i	18	i	i
CC1CC1C(=O)N1CCN(S(=O)(=O)c2cccc(F)c2)CC1 (stereo unspecified)	i	0	7	4	i	-14	i	i	1	i	i
CC(C)NC(=O)c1ccc2c(c1)nnn2C	i	0	1	0	i	-1	i	i	2	i	i
Cc1cc(Nc2ncc(Cl)cc2Cl)n(-c2ccccc2)n1	i	-5	1	7	i	-6	i	i	0	i	i
COc1cc(CNc2ccccc2)c([N+](=O)[O-])cc1OC	i	-4	-3	8	i	-10	i	i	3	i	i
COc1ccc(/C=C(\C#N)c2cc(OC)c(OC)cc2[N+](=O)[O-])cc1	i	-2	-3	-1	i	-8	i	i	2	i	i
COc1ccc(N2CCN(C(=O)C3COc4ccccc4O3)CC2)cc1 (stereo unspecified)	i	5	-3	-4	i	-14	i	i	4	i	i
CCC(C)(C(=O)NC1CCCC1)N(C(=O)Cc1cccs1)c1c(C)n(C)n(-c2ccccc2)c1=O (stereo unspecified)	i	0	-8	2	i	-38	i	i	-1	i	10*
CCOc1ccc2nc(N3CCC(C(=O)N4CCN(c5ncccn5)CC4)CC3)sc2c1	i	-1	2	-9	i	-8	i	i	-2	i	i
CC(c1nnnn1C(C)(C)C)N(Cc1cccnc1)Cc1ccccc1Cl (stereo unspecified)	i	1	1	-3	i	-8	i	i	1	i	i
CCOc1ccccc1Nc1ccc2nonc2c1[N+](=O)[O-]	i	0	-3	11	i	-6	i	i	3	i	i
COc1ccccc1C(=O)NCC(=O)Nc1cccnc1	i	-2	0	-4	i	-6	i	i	0	i	i
Cc1onc(-c2ccccc2)c1-c1n[nH]c(=S)n1-c1ccc(C(=O)O)cc1	i	/	2	1	i	-3	i	i	-6	i	i
Cc1cccnc1NC(=O)C1CCCN(S(=O)(=O)c2ccc3c(c2)oc(=O)n3C)C1 (stereo unspecified)	i	0	2	-1	i	-15	i	i	0	i	i
COc1ccc(CCC(=O)NCCS(=O)(=O)N2CCN(c3ccccc3F)CC2)cc1	i	1	-4	-2	i	-8	i	i	-2	i	i

Single records, as listed above. Values in the order: KCNK9 inh | GSK3 alpha inh | DYRK1A inh | HDAC3 inhib | RGS4 act | hERG rescue | PolyA inhibitor | KCNQ1 act | GSK3beta inhib | KCNK3 block | KCNQ1 inh
Profile of `Cc1cccnc1NC(=O)C1CCCN(S(=O)(=O)c2ccc3c(c2)oc(=O)n3C)C1` (stereo unspecified) = i | 0 | 2 | -1 | i | -15 | i | i | 0 | i | i
Profile of `CC(C)NC(=O)c1ccc2c(c1)nnn2C` = i | 0 | 1 | 0 | i | -1 | i | i | 2 | i | i
Profile of `CCOc1ccc2nc(N3CCC(C(=O)N4CCN(c5ncccn5)CC4)CC3)sc2c1` = i | -1 | 2 | -9 | i | -8 | i | i | -2 | i | i
Profile of `COc1ccc(/C=C(\C#N)c2cc(OC)c(OC)cc2[N+](=O)[O-])cc1` = i | -2 | -3 | -1 | i | -8 | i | i | 2 | i | i
Profile of `Cc1cc(Nc2ncc(Cl)cc2Cl)n(-c2ccccc2)n1` = i | -5 | 1 | 7 | i | -6 | i | i | 0 | i | i

Remaining list, next part:
structure	KCNK9 inh	GSK3 alpha inh	DYRK1A inh	HDAC3 inhib	RGS4 act	hERG rescue	PolyA inhibitor	KCNQ1 act	GSK3beta inhib	KCNK3 block	KCNQ1 inh
Cc1c(Br)c([N+](=O)[O-])nn1CC(=O)N1CCN(C23CC4CC(CC(C4)C2)C3)CC1	i	-3	2	0	i	-10	i	i	2	i	i
O=C(O)c1cn2c3c(ccc(Cl)c3c1=O)OCC2	i	0	14	0	i	-1	i	i	0	i	i
CCCCCCCCCC(=O)NNC(=O)c1c(O)c2ccccc2n(CCC)c1=O	i	2	-4	1	i	-11	i	i	-4	i	i
CC(C)CCNC1=NCCCCC1	i	5	-5	0	i	0	i	i	2	i	i
CCCCOc1ccc(C(=O)N/C(=C/C=C/c2ccccc2)C(=O)N2CCOCC2)cc1	i	-1	-3	5	i	-7	i	i	2	i	i
CC1CCN(S(=O)(=O)c2ccc3ncn(CC(=O)N(C)C4CCCCC4)c(=O)c3c2)CC1	i	-9	1	-3	i	-6	i	i	1	i	i
Cc1ccc(-n2c(SCn3nnc4ccccc4c3=O)nnc2-c2cccnc2)c(C)c1	i	-2	-4	1	i	-9	i	i	1	i	i
CC1(C)Cc2c(C#N)c(NC3CCCCC3)nc(-c3ccco3)c2CO1	i	2	-4	-4	i	-22	i	i	2	i	6*
O=C(Cc1cccs1)NCCS(=O)(=O)N1CCN(c2ccccc2F)CC1	i	-2	15	-8	i	-13	i	i	-2	i	i
COc1ccc(-c2ccc(SCC(=O)Nc3nccs3)nn2)cc1OC	i	-1	/	-1	i	-19	i	i	2	i	i
Cc1ccc(S(=O)(=O)N(C)C)cc1NC(=S)Nc1ccc2[nH]c(=O)[nH]c2c1	i	0	3	?	i	-6	i	i	1	i	i
O=C1CSc2ccccc2N1Cc1ccccc1F	i	0	7	6	i	-18	i	i	-1	i	i
CN(CCOc1ccccc1)CC(=O)Nc1ccc(Cl)cc1[N+](=O)[O-]	i	/	/	/	i	-3	i	i	1	i	i
CCC(Cc1ccccc1)NC(=O)c1cc(S(=O)(=O)N2CCCCC2)c[nH]1 (stereo unspecified)	i	-2	2	6	i	-9	i	i	3	i	i
C#Cc1cccc(C(=O)N2CCCC(C(=O)c3ccc(OC)cc3C)C2)c1 (stereo unspecified)	i	-1	4	12	i	-12	i	i	-2	i	i
CCC(NC(=O)C1CCCO1)c1ccccc1 (stereo unspecified)	i	-3	2	0	i	-4	i	i	-2	i	i
COc1ccc(-n2c(O)c(C=NCc3ccccn3)c3ccccc3c2=O)c(OC)c1	i	-2	-3	1	i	-13	i	i	-2	i	i
C=CCn1c(SCc2ccccc2)nc2scc(-c3ccc(C)o3)c2c1=O	i	/	-7	-2	i	-8	i	i	-1	i	i
Cc1ccsc1/C=N/n1c(-c2ccncc2)n[nH]c1=S	i	3	4	1	i	-5	i	i	1	i	i
O=C(COc1ccccc1)Nc1ccccc1Oc1ccccc1	i	-3	1	2	i	-7	i	i	-1	i	i
CC(=O)Nc1ccccc1OCc1nnc(-c2ccc(Cl)cc2)o1	i	-2	-2	-4	i	-7	i	i	1	i	i
O=C(Nc1ccc2c(c1)OCO2)O[C@@H]1C[C@H]2CCC(=O)N3CC[C@@H](C1)[C@@H]23	i	-5	4	5	i	-3	i	i	-1	i	i
CCCCN(CCCC)C(=O)C1CC=CCC1C(=O)O (stereo unspecified)	i	-2	-1	24	i	-3	i	i	-3	i	i
O=C(CNc1ccc2ccccc2c1)N/N=C/c1ccc(C(=O)O)cc1	i	/	5	4	i	-6	i	i	1	i	i
COCCN1C(=O)C(O)=C(C(=O)c2cccs2)C1c1ccccc1 (stereo unspecified)	i	-3	-48	-1	i	-9	i	i	-2	i	i
CCOC(=O)CCSCC(=O)Nc1nnc(C)s1	i	-1	4	6	i	-7	i	i	0	i	i
Cn1c(-c2ccccc2)cc(=O)c2ccccc21	i	3	35	-4	i	-4	i	i	1	i	i
CCCN1CNC(=S)N(c2cccc(C)c2C)C1	i	2	-3	-5	i	-12	i	i	1	i	i
Cc1cc([N+](=O)[O-])c(C(C)(C)C)cc1N	i	0	-3	-7	i	-5	i	i	0	i	i
CCOc1ccc(NC(=O)CSc2n[nH]c(N)n2)c([N+](=O)[O-])c1	i	2	10	1	i	-9	i	i	-1	i	i
Cc1ccc(C(=O)NNC(=O)c2cc3cc4ccccc4nc3s2)cc1	i	0	-2	3	i	-2	i	i	1	i	i
CN(C)/C=N/C(=S)Nc1ccccc1Cl	i	0	2	9	i	-6	i	i	1	i	i
Cn1c(SCc2nnc(-c3ccccc3)o2)nc2ccccc21	i	1	1	1	i	-8	i	i	2	i	i
C#CCOCCOCCOCCNc1nc(N2CCN(C(=O)[C@H](CCCCN)n3cc([C@@H](N)CC(C)C)nn3)CC2)nc(N2CCN(C(=O)[C@H](Cc3cc4ccccc4[nH]3)n3cc([C@@H](N)Cc4ccc(O)cc4)nn3)CC2)n1	i	17	8	-3	i	-4	i	i	-2	i	i
COc1cc(C=O)ccc1OCC(=O)N1CCCC1	i	2	-6	6	i	-10	i	i	2	i	i
Cc1ccccc1C(=O)Nc1ccc(N2CCN(C)CC2)nc1	i	-1	/	2	i	-10	i	i	0	i	i
COc1ccccc1NC(=O)Nc1nc2ccc(S(N)(=O)=O)cc2s1	i	2	-1	-2	i	-7	i	i	-2	i	i
CC1CCN(S(=O)(=O)c2ccc(NC(=O)CCN3C(=O)c4ccccc4C3=O)cc2)CC1	i	-2	1	5	i	-16	i	i	-1	i	i
O=C(CSc1nnnn1-c1ccccc1)c1ccc(O)cc1O	i	-3	11	/	i	-5	i	i	0	i	i
